MgcRacGAP inhibition – MgcRacGAP GTPase-activating activity inhibitors, confirmation, biochemical, ADP Hunter fluorescence | MgcRacGAP-stimulated Rac1 GTP hydrolysis, ADP Hunter fluorescence; higher % means a stronger effect; GST-tagged Rac1 F28L mutant substrate | one-dose inhibition, % at 30 µM; IC50 in µM for titrated hits | 0.6% of 340,000 active | AID 624330;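 active = first-screen hits whose inhibition reached a set limit at any dose in the follow-up dose series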;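 also: fluorescence reports GDP produced by GAP-driven GTP hydrolysis; strong numbers were not always called active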
Salmonella PhoP GFP – PhoP-dependent GFP reporter repression – Salmonella Typhimurium, primary screen (AID 1863); S. Typhimurium PhoP-regulated promoter GFP reporter, 4 h; higher % means a stronger effect; inhibition, % at 50 µM; hits with a dose series show IC50 in µM; 0.16% of 300,000 active;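 active = inhibition over 29.93%, a cutoff 3 SD above the screen mean, later confirmed by dose response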;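 also: 0% = low Mg2+ inducing control and 100% = high Mg2+ repressing control; strong numbers were not always called active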
West Nile virus CPE – inhibition of WNV-induced cytopathic effect – cell-based, CPE readout (AID 1621) | West Nile virus-infected cells, CPE inhibition; higher % means a stronger effect | one-dose CPE inhibition, % at 10 µM; IC50 in µM for titrated hits | 0.02% of 290,000 active; in the data active = a potency from the dose series; also: strong numbers were not always called active
NS5 inhibitors – Dengue-2 NS5 methyltransferase inhibitors, primary screen, biochemical, confirmation dose response (AID 588689); Dengue-2 NS5 methyltransferase capping enzyme assay, biochemical; higher % means a stronger effect; inhibition, % at 25 µM, or IC50 in µM where a hit was titrated; 0.3% of 340,000 active; in the data active = a potency from the dose series
SV40 large T antigen – TAg ATPase/helicase activity blockers – biochemical (AID 1903). SV40 large T antigen ATPase/helicase inhibition assay; higher % means a stronger effect. inhibition, % at 20 µM; hits with a dose series show IC50 in µM. 0.39% of 310,000 active; in the data active = a potency from the dose series; also: strong numbers were not always called active
UTI89 phage lysis – inhibition of K1F phage lysis, E. coli UTI89, bacterial capsule biogenesis inhibitors, alamar blue (AID 488966) | 0.02% of 340,000 active | E. coli UTI89 K1F phage lysis, alamar blue, 2 h; higher % means a stronger effect | inhibition, % at 100 µM, or IC50 in µM where a hit was titrated;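 active = phage lysis inhibition, versus mean bacterial control, above a set limit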;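 also: capsule biogenesis inhibitors block K1F phage lysis so surviving cells raise fluorescence; higher fluorescence means more inhibition of phage lysis; actives were called in the ten point dose series up to 300 µM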
T cell modulator – T cell immune modulators affecting CD8 T cell-vesicle binding; 0.068% of 330,000 active; AID 2052; 2C CD8+ T cell-vesicle binding, flow cytometry; hits give low values; calls only at 7 µM;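 active = response, share of CD8 T cells binding vesicles, and their 90th percentile fluorescence all below set limits, cut at about 80% in these data, passing the limit was not always enough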
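Material: murine 2C transgenic CD8+ T lymphocytes / Also added: QL9-peptide-loaded Drosophila micro-vesicles bearing Ld, ICAM-1 and B7-1 / Schedule: binding step 1.5 h, 37 °C, antibody labelling 20 min, ice / Signal: flow cytometry, PE anti-B7-1 (FL2) versus Alexa647 anti-CD8 (FL8), PFA-fixed / Evaluation: percent CD8+ FL2 mean versus row control / Benchmarks: naked versus QL9-loaded vesicles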
RSV CPE inhibition – inhibition of RSV-induced cytopathic effect – HEp-2 cells, primary 10 µM value included (AID 2391). HEp-2 cells, RSV-induced CPE inhibition; higher % means a stronger effect. one-dose CPE inhibition, % at 10 µM; IC50 in µM for titrated hits. 0.13% of 310,000 active; in the data active = a potency from the dose series; also: strong numbers were not always called active
NTR1 agonist – agonists of NTR1, primary screen, imaging, U2OS cells, beta-arrestin-GFP, high content (AID 493036) | P30989 | NTR1-U2OS beta-arrestin-GFP spot imaging, agonist mode | activation, % at 20 µM | 0.17% of 330,000 active;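 active = activation at or above 40% of the spot to cytoplasm intensity ratio, with at least 20 cells analyzed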;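 also: 0% = DMSO without peptide and 100% = 100 nM NTR1 peptide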
Target sequence (P30989 whole entry, looked up): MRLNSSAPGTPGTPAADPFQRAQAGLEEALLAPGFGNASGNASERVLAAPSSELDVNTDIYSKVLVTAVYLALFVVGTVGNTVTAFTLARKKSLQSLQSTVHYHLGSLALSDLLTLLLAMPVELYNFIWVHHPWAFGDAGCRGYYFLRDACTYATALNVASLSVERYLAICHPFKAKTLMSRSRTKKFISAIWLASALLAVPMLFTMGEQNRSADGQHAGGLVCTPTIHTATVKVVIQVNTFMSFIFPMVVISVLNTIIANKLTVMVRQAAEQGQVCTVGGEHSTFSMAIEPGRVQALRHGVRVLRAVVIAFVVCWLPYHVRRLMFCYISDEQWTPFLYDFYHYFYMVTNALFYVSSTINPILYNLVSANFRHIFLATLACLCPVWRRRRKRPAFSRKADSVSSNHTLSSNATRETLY
T cell modulator vesicle-bound % – recorded beside T cell modulator, whose call it bears; double positive events, %; measured here: CD8+ vesicle-bound cell fraction;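 binding gate set so that unloaded-vesicle control wells show 10% double positive cells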
NTR1 agonist cell count 20 µM – recorded beside NTR1 agonist, whose call it bears; cell count; measured here: cell count, cytotoxicity flag
* marks the source's active call; other numbers are inactive results; i = inactive; . = not tested or not shown; & = joins results of further samples; [ ] = dose if it differs, or a comment.

SMILES	MgcRacGAP inhibition	Salmonella PhoP GFP	West Nile virus CPE	NS5 inhibitors	SV40 large T antigen	UTI89 phage lysis	T cell modulator	T cell modulator vesicle-bound %	RSV CPE inhibition	NTR1 agonist	NTR1 agonist cell count 20 µM
CCOC(=O)C1=C(C)NC(=O)NC1c1c(OCC(=O)N2CCCCC2)ccc2ccccc12 (stereo not given)	-4%	30%	-0.3%	2%	-3%	-0.3%	i	55	-0.9%	-0.7	57
C=CCc1ccccc1OCC(O)CNC (stereo not given)	7%	7%	-0.1%	-8%	12%	-2.6%	i	44	0.4%	-1.3	98
CS(=O)(=O)N(CC(=O)NCc1ccco1)c1cccc([N+](=O)[O-])c1	-13%	-1%	-0.4%	-12%	6%	-1.1%	i	38	0.1%	0.6	59
COCCN1C=C(C(=O)OC)C(c2cc3c(cc2Br)OCO3)C(C(=O)OC)=C1	.	11%	0.2%	.	23%	.	i	17	-1.2%	-1.5	45
COc1ccc(-c2cc(C(=O)NCC3CCCO3)c3cc(C(C)C)ccc3n2)cc1 (stereo not given)	5%	-3%	0.2%	7%	12%	0.2%	i	23	4.1%	2.8	61
COc1ccc(/C=C\c2onc(C)c2S(=O)(=O)N2CCC(C(=O)NCc3ccco3)CC2)cc1	7%	0%	-0.4%	-10%	9%	-0.2%	i	12	2.2%	1.4	53
O=C(Nc1ccccc1C(=O)NC(Cc1ccccc1)C(=O)O)c1ccccc1 (stereo not given)	1%	-7%	0.5%	9%	0%	6.7%	i	35	1.9%	0.3	52
Cc1ccc(C)c(NC(=O)CN(C)C(=O)c2cc3ccccc3o2)c1	4%	3%	-0.9%	-4%	14%	-1.8%	i	48	1.3%	-0.4	49
CC(CNC(=O)c1ccc(Br)o1)NC(=O)c1ccc(Br)o1 (stereo not given)	6%	2%	0.1%	-4%	7%	2.1%	i	54	3.0%	-0.5	43
Cc1ccc(C(=O)CNc2nc3c(c(=O)[nH]c(=O)n3C)n2Cc2ccccc2)cc1	2%	-1%	-0.2%	-3%	14%	0.0%	i	51	-0.5%	0.0	55
COCC1CCN(C(=O)CCc2nnc(C3(c4ccc(Cl)cc4)CCC3)o2)C1 (stereo not given)	5%	3%	-1.0%	-5%	12%	3.7%[50 µM]	i	25	-0.6%	0.5	68
CCCNC(=O)CN(Cc1ccccc1F)S(=O)(=O)c1ccc(C)cc1	12%	8%	-0.5%	0%	6%	0.3%	i	36	-1.8%	0.6	72
Cc1ccc(Oc2nc(C(F)(F)F)nc3ccccc23)cc1	7%	9%	0.4%	-13%	-8%	-0.3%	i	60	1.5%	3.3	45
Cc1ccc(CNC(=O)c2ccc(-n3cccc3)cc2)cc1	6%	1%	.	-7%	-1%	-0.1%	.	.	.	.	.
Cc1ccc2c3c1C1(C(=O)N3C(C)(C)CC2C)C(C#N)=C(N)Oc2cc(O)ccc21 (stereo not given)	6%	12%	-0.8%	-7%	1%	-0.6%	i	5	4.0%	0.7	84
Cc1ccc(C(=O)Nc2ccccc2C(=O)Nc2ccccn2)cc1Cl	4%	-1%	-1.1%	-7%	2%	-2.0%	i	40	2.8%	-1.2	66
Cn1ncn2c(=O)c3c(nc12)-c1ccccc1CC31CCCC1	8%	-14%	-0.2%	-9%	12%	1.1%[50 µM]	i	45	6.0%	13	72
Cc1ccc(Cn2c(N)c(S(=O)(=O)c3cccs3)c3nc4ccccc4nc32)cc1	-1%	5%	-0.8%	-6%	-3%	-0.4%	i	27	2.2%	4.7	54
COc1ccc(/C=N/NC(=O)CNc2n[nH]c(=O)[nH]c2=O)cc1OC	10%	-1%	-0.4%	5%	1%	0.9%[50 µM]	i	17	4.4%	0.4	82
COc1ccc(N2CCN(S(=O)(=O)c3ccc(OC)c(C(=O)N4CCCC4)c3)CC2)cc1	1%	-8%	-1.3%	-8%	10%	-0.2%	i	35	5.8%	-1.3	49
C/C=C(/C)C(=O)Nc1cccc(C2=NOC3(C2)C[C@H](C(N)=O)N(C(=O)c2ccccc2)C3)c1 (stereo not given in full)	0%	6%	1.6%	5%	13%	0.6%	i	26	1.8%	1.3	51
Cc1cc2[nH]c(=O)c(=O)[nH]c2cc1S(=O)(=O)Nc1cccc(C)c1C	10%	0%	1.6%	-13%	12%	0.4%	i	42	-0.4%	0.9	50
S=C(NCCCN1CCOCC1)NC1CC1	7%	2%	0.2%	-4%	7%	0.0%	i	24	5.8%	0.7	40
CC1(C)CC(=O)c2cc(NC(=O)c3ccc(F)cc3)c(=O)oc2C1	8%	-4%	0.4%	2%	1%	-0.1%	i	42	2.1%	3.5	51
O=C(COC(=O)c1cnccn1)Nc1ncc(C(F)(F)F)cc1Cl	3%	.	.	-6%	.	0.4%	i	27	.	-1.5	38
CC1(C)Cc2c(sc3nc4n(c(=N)c23)CCCCC4)CO1	5%	4%	-0.2%	0%	-1%	-1.5%	i	52	0.0%	-4.7	84
CSc1ncccc1C(=O)Nc1cccc(S(=O)(=O)N2CCCC2)c1	2%	.	.	-8%	.	0.4%[50 µM]	i	31	.	0.8	74
Nc1ccc(-c2cc(-c3cccc(N)c3)nc(-c3ccccc3)n2)cc1	7%	16%	0.7%	-7%	-2%	5.3%	i	41	12%	0.0	55
COc1ccc(-c2cc(C(=O)N(C)Cc3nc4ccccc4c(=O)[nH]3)c3ccccc3n2)cc1OC	4%	.	.	-6%	.	-2.7%	i	41	.	4.6	47
COc1ccc(S(=O)(=O)NCC(=O)N(CC(=O)NCc2ccccc2)Cc2ccco2)cc1	2%	6%	-0.3%	2%	-4%	-0.2%	i	17	0.5%	-0.2	49
O=C1/C(=C/c2ccc(Br)cc2)Oc2cc(O)ccc21	7%	-9%	-0.6%	-18%	12%	0.2%	i	62	9.9%	15	90
CC(C)(C)c1ccc(/C=N/NC(=S)Nc2cccnc2)cc1	.	-1%	-0.7%	.	10%	.	i	41	7.9%	3.7	52
O=C(Cc1ccc(Cl)c(Cl)c1)Nc1ccc2[nH]c(=O)[nH]c2c1	7%	-9%	0.1%	-1%	9%	0.6%	i	51	1.5%	1.1	64
COc1ccc(NC(=O)c2ccc(Br)o2)c([N+](=O)[O-])c1	16%	-9%	-0.5%	3%	3%	0.5%	i	22	8.0%	-1.2	37
CN=C(NC)SC1CC(=O)N(c2ccccc2)C1=O (stereo not given)	2%	-7%	0.4%	-7%	2%	-0.2%	i	56	1.0%	1.4	38
CCN(C(=O)CSc1nnc(Nc2ccc(OC)cc2)s1)C1CCS(=O)(=O)C1 (stereo not given)	-3%	.	.	4%	.	-2.1%	i	45	.	1.2	43
CCN1C(=NCCOC)N[C@@H](c2ccccc2)[C@H](C(=O)OC)[C@H]1C	-4%	.	.	2%	.	-0.1%	i	29	.	-0.6	44
Cc1ccc(Nc2nc(COC(=O)COc3ccc(C=O)cc3)cs2)cc1	4%	6%	0.6%	-3%	18%	-0.7%[50 µM]	i	53	1.7%	3.9	71
CCC(C)N(NC(C)=O)c1nc(Cl)nc(NC(C)C)n1 (stereo not given)	8%	-6%	-0.2%	4%	6%	-0.9%[50 µM]	i	36	0.5%	0.4	50
Cc1ccc(C(=O)Nc2cc(Cl)ccc2OC(=O)c2ccc(C)cc2)cc1	.	-12%	.	.	7%	.	i	6	3.6%	0.1	95
CCNC(=O)CC1SC(=Nc2ccc(Cl)cc2)N(CC)C1=O (stereo not given)	10%	3%	-1.5%	1%	2%	0.1%	i	57	1.3%	-1.6	82
CC(=O)Nc1ccc(C(=O)COC(=O)C2CC2)c(F)c1	-4%	.	.	1%	.	0.7%[50 µM]	.	.	.	0.9	68
CC1Cc2cc(-c3csc(NC(=O)Cc4ccccc4)n3)ccc2N1S(C)(=O)=O (stereo not given)	8%	14%	0.2%	-10%	-5%	0.1%	i	33	1.2%	2.1	41
Cc1cc(C)cc(NC(=S)NCc2cccnc2)c1	1%	3%	-1.0%	-2%	1%	0.6%	i	48	-0.3%	-0.5	43
CCOc1ccccc1NC(=S)N1CCCc2ccccc21	7%	-6%	-0.1%	-1%	8%	0.1%	i	56	0.9%	1.0	43
Cc1nc2c3ccccc3nc(NNC(=O)CCC(=O)NC(C)C)n2n1	9%	-4%	-0.7%	-4%	11%	1.9%[50 µM]	i	9	1.3%	2.0	62
Cc1c(NC(=O)C(C)OC(=O)COc2ccc(C#N)cc2)c(=O)n(-c2ccccc2)n1C (stereo not given)	4%	2%	.	-8%	26%	0.9%[50 µM]	i	25	-2.0%	1.4	57
O=C(COC(=O)c1ccc(O)cc1)Nc1nccs1	3%	-5%	0.4%	-10%	-1%	0.3%	i	25	1.4%	0.9	54

Record cards, as listed above.
`Cc1nc2c3ccccc3nc(NNC(=O)CCC(=O)NC(C)C)n2n1` as listed: MgcRacGAP inhibition = 9%; Salmonella PhoP GFP = -4%; West Nile virus CPE = -0.7%; NS5 inhibitors = -4%; SV40 large T antigen = 11%; UTI89 phage lysis = 1.9%[50 µM]; T cell modulator = i; T cell modulator vesicle-bound % = 9; RSV CPE inhibition = 1.3%; NTR1 agonist = 2.0; NTR1 agonist cell count 20 µM = 62
`O=C(COC(=O)c1ccc(O)cc1)Nc1nccs1` as listed: MgcRacGAP inhibition = 3%; Salmonella PhoP GFP = -5%; West Nile virus CPE = 0.4%; NS5 inhibitors = -10%; SV40 large T antigen = -1%; UTI89 phage lysis = 0.3%; T cell modulator = i; T cell modulator vesicle-bound % = 25; RSV CPE inhibition = 1.4%; NTR1 agonist = 0.9; NTR1 agonist cell count 20 µM = 54

(listing goes on)
SMILES	MgcRacGAP inhibition	Salmonella PhoP GFP	West Nile virus CPE	NS5 inhibitors	SV40 large T antigen	UTI89 phage lysis	T cell modulator	T cell modulator vesicle-bound %	RSV CPE inhibition	NTR1 agonist	NTR1 agonist cell count 20 µM
CCOC(=O)c1cc(S(=O)(=O)N(C)Cc2ccccc2)cn1C	7%	-2%	0.0%	-8%	7%	1.1%	i	35	1.6%	1.0	52
CCCc1cc(=O)[nH]c2nnc(SCC(=O)Nc3ccc(NC(C)=O)cc3)n12	7%	9%	.	4%	13%	0.7%[50 µM]	i	50	0.4%	-0.3	64
COc1cc2nc(N(C)CCCNC(=O)C3CCCO3)nc(N)c2cc1OC (stereo not given)	.	7%&1%	-0.3%	.	5%&-6%	.	i	40	-1.0%	-1.3	63
CC(C)C[C@@H](CO)N1CCN(Cc2ccccc2)CCC1=O	6%	-3%	-0.4%	-5%	18%	-0.3%	i	18	1.4%	3.4	50
O=C1NC[C@H](c2ccccc2)N(CCc2cccc3ccccc23)C1=O	8%	-6%	0.8%	-3%	4%	3.5%	i	45	4.3%	2.0	82
COC(=O)c1ccc(NC(=O)CN(c2ccc(C)cc2)S(=O)(=O)c2c(C)n[nH]c2C)cc1	9%	0%	-0.1%	-7%	5%	-0.6%	i	59	2.2%	0.9	65
O=C(O)c1ccccc1SCc1cn2ccccc2n1	5%	-14%	0.6%	-4%	-1%	1.9%[50 µM]	i	49	1.0%	2.1	46

Screening data as filed in PubChem BioAssay.

Not a hit list; any-hit rate near 1.5%.
